Lipid storage S3: qHTS Assay for Lipid Storage Modulators in Drosophila S3 Cells | Drosophila S3 cells, BODIPY lipid droplet fluorescence, 18-24 h; cells fed with added oleic acid | Potency in µM for hits, for the others lipid storage change, negative = inhibition, % at the top dose, mostly 46.1 µM | 320,000 compounds, 0.64% hits | AID 2685; active = well fitted inhibition curve with a large enough effect in the signal ratio, with a control signal flat, not every such curve was filed as active; inconclusive = small, poorly fitted or top-dose-only effect, or effect the other way, or a change in a side signal; the % refers to the signal ratio
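Drosophila S3 cells loaded with oleic acid (400 uM, as added) and compounds at several concentrations; lipid droplets imaged by 488-nm laser-scanning cytometry, 500–530 nm intensity and object ratio to cell channel. Percent activity normalized to 20 uM Triacsin C.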
Lipid storage S3 cell count max: further read-out of Lipid storage S3, marked with its call; cell number change, %; measured here: cell count max response;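 cells counted by Cell Tracker Red CMTPX staining in the red channel; peak over a dose series mostly up to 46.1 µM; percent activity relative to internal control wells on each plate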
* hit, by the source's call; i = inactive; u = inconclusive; x = no result given. % is set by controls: 0 for no effect and ±100 for the full control effect; potency is the fitted concentration of half-maximal effect.

Every second line gives: Lipid storage S3 cell count max, Lipid storage S3
c1ccc(C(c2nnnn2C2CCCC2)N2CCN(c3ccccc3)CC2)cc1 (stereo not given)
    0, 8%
Cn1c(=O)n(C)c2cc(S(=O)(=O)Nc3ccccc3)ccc21
    -11, -11%
O=[N+]([O-])/C(N=Nc1ccccc1)=N\Nc1ccccc1
    x, i
O=C(CSc1nncn1-c1ccccc1)Nc1ccccc1F
    x, u
S=C(Nc1ccc2c(c1)OCO2)N1CCN(Cc2ccco2)CC1
    11, 6%
CCN(CC)C(=O)CCCC(=O)N(CC)CC
    x, i
O=C(N/N=C/c1ccc([N+](=O)[O-])o1)c1cn(-c2ccccc2)nc1-c1ccccc1
    x, u
COCc1cc(C)nc(OCC(=O)N/N=C\c2cc(C)n(-c3cccc(C(F)(F)F)c3)c2C)c1C#N
    6, 3%
COc1ccc(NC(=O)Nc2ccc3nc(C)c(C)nc3c2)cc1
    x, u
Cn1nnnc1SCC(=O)C(C)(C)C
    -7, 9%
O=C(O)C1CC(=O)N(Cc2ccc3c(c2)OCO3)C1 (stereo not given)
    x, i
C/C(=N\OCc1nc2ccccc2c(=O)n1/N=C/c1cc([N+](=O)[O-])ccc1O)c1ccccc1
    x, u
CC(C)CCNC(=O)C1CCN(C(=O)N(C)C)CC1
    x, u
O=C(Cc1ccccc1)NC(NC(=O)Cc1ccccc1)c1cccc([N+](=O)[O-])c1
    -3, 9%
C/C(=N\NS(=O)(=O)c1ccccc1)c1ccc2c(c1)OCCO2
    x, u

Looked up above:
Entry for `S=C(Nc1ccc2c(c1)OCO2)N1CCN(Cc2ccco2)CC1` under Lipid storage S3: 6%
Entry for `c1ccc(C(c2nnnn2C2CCCC2)N2CCN(c3ccccc3)CC2)cc1` (stereo not given) under Lipid storage S3 cell count max: 0
Entry for `Cn1c(=O)n(C)c2cc(S(=O)(=O)Nc3ccccc3)ccc21` under Lipid storage S3 cell count max: -11
Entry for `Cn1nnnc1SCC(=O)C(C)(C)C` under Lipid storage S3: 9%

Next results.
Every second line gives: Lipid storage S3 cell count max, Lipid storage S3
CCCS(=O)(=O)N1CCCC(c2nc(-c3cccc(OC)c3)no2)C1 (stereo not given)
    x, u
COc1ccccc1NC(=O)CC(=O)Nc1ccccc1OC
    -5, -1%
Cc1nc2nc[nH]n2c(=O)c1CCOC(=O)c1ccccc1F
    -14, -7%
CC(/C=C1\N=C(SCc2ccccc2Cl)SC1=O)=C\c1ccccc1
    -14, 14%
COc1ccc(NC(=O)C(C)N2c3cccc4cccc(c34)S2(=O)=O)c(OC)c1 (stereo not given)
    x, u
N#CC(C(=O)OCc1ccccc1)c1nc2ccccc2nc1N1CCOCC1 (stereo not given)
    x, u
CCC(=O)N(Cc1cc2cc(OC)ccc2[nH]c1=O)c1ccc(C)cc1C
    x, u
Cc1ccc(NC(=O)COC(=O)C2C3CC4OC(=O)C2C4C3)cc1 (stereo not given)
    x, u
COc1ccc(C(=O)N(Cc2ccccc2)Cc2cc3cc4c(cc3[nH]c2=O)OCCO4)cc1
    -13, -2%
C/C=C(/C(=C/C)c1ccc(O)cc1)c1ccc(O)cc1
    x, u
COc1cc2ccccc2cc1C(=O)O
    x, i
CCN(CC)CC(O)CCCCCCCCC(=O)OC (stereo not given)
    x, 9%
CCSc1nnc(NC(=O)CSc2nnc(CNC(=O)c3ccccc3F)o2)s1
    x, u
CC1CCCCN1CCCNC(=O)c1cc(Br)c(Br)[nH]1 (stereo not given)
    -5, 4%
Cc1nc2ccccc2c(=O)n1NC(=O)C1CCCCC1
    -4, i
COc1ccc(/C=N/n2cnnc2)cc1Cn1nc(C)c([N+](=O)[O-])c1C
    x, u
COCc1cc(=O)[nH]c(Nc2nc(C)c3ccccc3n2)n1
    x, u
Cn1nc(-c2ccccc2)c(CO)c1Oc1ccc(F)cc1
    x, u
Cc1ccccc1C(=O)NCCn1cc(SCC(=O)NCC2CCCO2)c2ccccc21 (stereo not given)
    4, -9%
CCOC(=O)c1c(N)sc(C(=O)OC)c1C
    7, -1%
CCc1ccccc1Nc1ncnc2ccccc12
    x, u
CC(C)c1ccc(CNCc2ccccc2)cc1
    12, 27%
COc1ccc(/C=C/C(=O)Nc2ccc(C(N)=O)cc2)cc1OC
    x, u
CCCn1nnnc1SCC(=O)N1CCOCC1
    x, u
COc1ccc(-c2noc(CCC(=O)NCc3ccco3)n2)cc1
    12, 18%
O=C(COC(=O)c1ccco1)NC1CCCCC1
    5, -10%
O=C(CCS(=O)(=O)c1ccccc1)Nc1nc(-c2ccc(F)cc2)cs1
    x, u
CC1(C)CC(=O)C(N=Nc2ccc(C(F)(F)F)cc2[N+](=O)[O-])=C(O)C1
    x, u
COc1cc(Nc2ccc(C)cc2)c([N+](=O)[O-])nc1[N+](=O)[O-]
    x, u
COc1ccc(C2CC(c3cccs3)=NN2C(=O)CSc2nnnn2C)cc1OC (stereo not given)
    x, u
CCN1C(=O)[C@H]2[C@@H](c3ccc(C)cc3)N3C(=O)N(c4cccc(Cl)c4)C(=O)[C@@]3(C)[C@H]2C1=O
    15, 8%
CCCCN(CCCC)S(=O)(=O)c1ccc(NC(=O)c2ccc([N+](=O)[O-])cc2Cl)cc1
    x, u
CN(C)c1ccc(NC(=O)c2ccc(Cn3cc([N+](=O)[O-])cn3)cc2)cc1
    x, u
NS(=O)(=O)c1ccc(CCNC(=O)Nc2ccc(Cl)cc2)cc1
    x, u
O=C(c1ccco1)N1N=C(c2cccs2)CC1c1ccccc1O (stereo not given)
    7, -2%
CC(C)c1ccc(S(=O)(=O)Nc2ccc(-n3cnnn3)cc2)cc1
    x, u
CCOc1ccccc1CNc1nnnn1C
    15, -19%
Cc1ccc(O)c(CNc2nc3ccccc3[nH]2)c1
    x, u
COc1ccc(C2c3[nH]c4ccccc4c3CCN2C(=O)c2ccccc2C(C)=O)c(F)c1 (stereo not given)
    x, i
Cc1nc2c(C#N)cnn2c2c1CCN2CC1CCCO1 (stereo not given)
    x, u
O=C(CSc1ncccn1)NCc1cccc(Cl)c1
    x, u
CCOC(=O)C1CCCN(CC(=O)NC2CC2)C1 (stereo not given)
    x, u
CC1CCC(NC(=O)CCN2C(=O)C3C4C=CC(C4)C3C2=O)CC1 (stereo not given)
    x, u
O=C(COc1ccc(S(=O)(=O)N2CCOCC2)cc1Cl)NCC1CCCO1 (stereo not given)
    x, u
Cc1ccc(S(=O)(=O)N2CCC(C(N)=O)CC2)cc1[N+](=O)[O-]
    x, u
CCn1nc(C(=O)Nc2ccc(S(=O)(=O)Nc3ncccn3)cc2)c2ccccc2c1=O
    x, u
Cc1cccn2c(=O)c(C=C(C#N)C#N)c(N3CCN(c4ccccc4)CC3)nc12
    x, u
CCOC(CNC(=O)CCc1c(C)nc2nc(C)nn2c1C)OCC
    x, u
NC(=O)c1ccc(NC(=O)COc2cccc3ccccc23)cc1
    -19, -5%
COCCn1c(SCC(=O)c2c(-c3ccccc3)n(C)c3ccccc23)nnc1-c1ccncc1
    5, 9%
O=C(NC(=S)Nc1ccc(S(=O)(=O)Nc2nccs2)cc1)c1cccnc1
    x, u
COCCCN1C(=O)c2[nH]nc(-c3cc(C)cc(C)c3O)c2C1c1ccc(O)c(OC)c1 (stereo not given)
    -20, 15%
COCCNC(=S)N1CCOCC1
    -3, 6%
CCc1ccc(C2N3CC4([N+](=O)[O-])CN2CC([N+](=O)[O-])(C3)C4(C)C)cc1 (stereo not given)
    -5, 10%
O=C(CNc1cccc(S(=O)(=O)N2CCCC2)c1)Nc1ccc(C(F)(F)F)cc1
    x, u
Cc1oc(-c2ccc(Cl)cc2)nc1CS(=O)CC(=O)NCc1ccccc1 (stereo not given)
    x, u
Cc1nnc(-c2cnn(-c3ccccc3)c2N)n1Cc1cccc(C(F)(F)F)c1
    -13, 29%
COc1ccc(-c2cc(-c3cccs3)nc3sc(C#N)c(N)c23)cc1
    x, u
C=CCOc1ccc(Oc2cc(C)nc(SC)n2)nn1
    5, 13%
O=C(CCN1CCCC1=O)NC1CCCc2c1cnn2-c1ccc(F)cc1F (stereo not given)
    x, u

The results go on:
Every second line gives: Lipid storage S3 cell count max, Lipid storage S3
CCN1CCc2c(OCC(=O)N3CCC(C)CC3)cccc2C1=O
    -21, -18%
O=C(CCOc1ccccc1)N1CCN(S(=O)(=O)c2cccs2)CC1
    6, i
Cn1cc(C(=O)C(=O)NCCc2ccccc2)c2ccccc21
    x, u
O=C(CNC(=O)c1ccccc1)NCC(O)c1ccc([N+](=O)[O-])cc1 (stereo not given)
    5, i
C=CCn1cc(/C=N/NC(=O)COc2cccc3cccnc23)c2ccccc21
    -10, -10%
COc1ccc2cc(/C=N/NC(=O)CN(c3ccccc3C)S(=O)(=O)c3ccccc3)c(Cl)nc2c1
    4, 14%
COc1cccc(-c2ncc3ccccc3c2COC(=O)N2CCCCC2)c1
    x, u
N#Cc1ccc(S(=O)(=O)N2CCCN(c3nc4ccc(Cl)cc4s3)CC2)cc1
    x, u
O=C(Cn1cc(C(=O)C2CC2)c2ccccc21)NCC1CCCO1 (stereo not given)
    -1, 10%
Cc1ccc(-n2c(-c3cccc(C)c3)n[nH]c2=S)cc1
    x, u
CCOC(=O)N1CCN(C(=O)CSc2ccc3nnc(CCNC(=O)c4ccc(OC)cc4)n3n2)CC1
    x, u
O=C(NCc1ccco1)c1ccc(Cl)s1
    x, u
CCCN1C(=O)c2ccccc2NC1c1ccc(OC)cc1O (stereo not given)
    -11, 10%
O=C(NC(=O)c1ccccc1F)Nc1nc(-c2cccs2)cc(C(F)(F)F)n1
    x, u
Nn1c(SCc2ccccc2F)nnc1-c1ccccn1
    10, 11%

One compound at a time, from the list above.
Listed for O=C(CSc1ncccn1)NCc1cccc(Cl)c1 → Lipid storage S3 cell count max: x; Lipid storage S3: u
Listed for Cc1ccc(NC(=O)COC(=O)C2C3CC4OC(=O)C2C4C3)cc1 (stereo not given) → Lipid storage S3 cell count max: x; Lipid storage S3: u
Listed for Cn1nnnc1SCC(=O)C(C)(C)C → Lipid storage S3 cell count max: -7; Lipid storage S3: 9%

Following part
Every second line gives: Lipid storage S3 cell count max, Lipid storage S3
Cn1c(=O)n(C)c2cc(NC(=O)CCc3ccccc3)c(Br)cc21
    -23, i
COc1ccc(NC(=O)CN2CCC3(O)CCCCC3C2c2ccccc2OC)cc1 (stereo not given)
    x, u
O=c1c(-c2ccnn2-c2cccc(Cl)c2)cnc2n1CCS2
    11, i
CC(C)(C)c1cnnn1-c1ccc(NC(=O)c2ccc(Br)o2)cc1
    x, u
COc1cccc(NC(=O)c2ccccc2OCc2c(C)noc2C)c1
    x, u
COc1ccc(C(=O)Nc2ccccc2C(=O)Nc2cc(C)ccn2)cc1
    x, u
COc1ccc(NS(=O)(=O)c2cccc(C(=O)NNC(=O)c3ccccc3OC)c2)cc1
    x, u
Cc1nn(Cc2ccccc2)c(C)c1C(=O)N1CCN(CC(=O)Nc2ccccc2Cl)CC1
    x, u
Cc1[nH]c(=O)[nH]c(=O)c1S(=O)(=O)N1CCCC(C(=O)N2CCC(Cc3ccccc3)CC2)C1 (stereo not given)
    -16, 0%
CC(C)n1c(C(=O)OCC(=O)NCc2ccc3c(c2)OCO3)cc2occc21
    -6, 16%
CCOC(=O)N1CCC(NC(=O)c2cc(S(=O)(=O)N3CCOCC3)ccc2F)CC1
    x, u
CC(=O)N1N=C(c2ccc(Br)cc2)OC12CCCC2
    -2, -8%
CCOc1cccc2sc(=NC(=O)c3ccco3)n(CC(=O)OC)c12
    9, -1%
O=C(Nc1ccccc1)NC1(C(=O)NCc2cccs2)CCCCC1
    -10, -7%
CC(=O)c1ccc(N(C)C)c2c(N(C)C)cccc12
    x, u
O=C(Nc1sc2c(c1C(=O)O)CCC2)c1cccc(Cl)c1
    15, 10%
Cc1nc(SC(C(=O)c2ccccc2)c2ccccc2)n[nH]1 (stereo not given)
    -3, i
Cc1ccsc1C(=O)NNC(=O)C1C2C=CC(C2)C1C(=O)O (stereo not given)
    15, -5%
CCC(Oc1cccc(C)c1)C(=O)Nc1ccccc1C(=O)N1CCOCC1 (stereo not given)
    x, u
CCOC(=O)C1CCCN(C(=O)c2ccc3c(=O)n(CCOC)c(=S)[nH]c3c2)C1 (stereo not given)
    x, u
O=S(=O)(c1ccccc1)c1ncc(C(F)(F)F)cc1Cl
    x, u
O=C(NCCCN1CCOCC1)c1ccc2c(c1)N(Cc1ccccc1)C(=O)c1ccccc1S2
    x, u
Cc1nc(SCC(=O)c2ccc(Cl)cc2)c([N+](=O)[O-])[nH]1
    -28, i
Cc1ccc(CSc2nc(-c3ccccc3)c(C#N)c(=O)[nH]2)cc1
    0, 13%
O=C(CNC(=O)Cc1ccccc1)NCC(=O)N1CCCCC1
    11, -4%
C=CCn1c(SCc2ccc(F)cc2)nnc1-c1sc2nc(C)cc(C)c2c1N
    x, u
O=C(/C=C/c1cccc(Br)c1)OCC(=O)N1CCN(c2ccccc2)CC1
    x, u
Cc1nn(C(C)C(=O)NNC(=S)Nc2ccc(Cl)cc2)c(C)c1[N+](=O)[O-] (stereo not given)
    x, i
Cc1oc2cc(O)ccc2c(=O)c1Oc1ccc(F)cc1
    x, u
O=C(Cn1cnc2scc(-c3ccc(Br)cc3)c2c1=O)N1CCOCC1
    x, u
NS(=O)(=O)c1ccc2nc(-c3ccccc3)c(-c3ccccc3)nc2c1
    x, u
CCn1c(=O)n(CC)c2cc(S(=O)(=O)N3CCC(c4ccccc4)CC3)ccc21
    -17, i

Screens: PubChem, National Center for Advancing Translational Sciences (NCATS)

Only part of the results is shown (hit frequency here may not be typical).
